PAFAH1B3 inh: inhibitors of human PAFAH1B3; Q15102; recombinant PAFAH1B3, FP-rhodamine probe, fluorescence polarization; inhibition, % at 3.39 µM; actives 0.28% (n = 340,000); AID 492972;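 active means inhibition above the screen-wide average of all tested compounds plus 3 SD, cut at about 25% in these data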;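 further: 0% = enzyme with DMSO only and 100% = wells lacking PAFAH1B3 protein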
PAFAH1B2 inh: inhibitors of human PAFAH1B2; P68402; AID 492953; inhibition, % at 3.39 µM; recombinant PAFAH1B2, FP-rhodamine activity probe, fluorescence polarization; actives 1.2% (n = 340,000);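 active means inhibition above the mean of all tested compounds plus 3 SD, cut at about 24% in these data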;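 further: 0% = enzyme with DMSO and 100% = wells lacking PAFAH1B2; many of its hits are not listed in these tables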
Target sequence (P68402 whole entry, looked up): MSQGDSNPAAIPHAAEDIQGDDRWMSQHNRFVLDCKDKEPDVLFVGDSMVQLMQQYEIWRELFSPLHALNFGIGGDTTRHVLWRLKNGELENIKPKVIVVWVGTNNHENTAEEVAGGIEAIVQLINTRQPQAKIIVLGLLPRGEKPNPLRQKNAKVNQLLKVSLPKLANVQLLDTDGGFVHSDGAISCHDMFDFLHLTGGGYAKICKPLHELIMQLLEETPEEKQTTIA
PREPL inhibitor: inhibitors of human prolyl oligopeptidase-like enzyme PREPL. recombinant PREPL, fluorescence polarization activity-based probe. inhibition, % at 5.96 µM. actives 0.68% (n = 320,000). AID 2751; in the data active means inhibition above about 43%;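 further: 0% = enzyme with DMSO and 100% = wells lacking enzyme; many of its hits are not listed in these tables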
PAFAH2 inh: inhibitors of human PAFAH2 | recombinant PAFAH2, FP-rhodamine activity probe, fluorescence polarization | inhibition, % at 3.39 µM | actives 0.99% (n = 340,000);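 active means inhibition above the mean over all tested compounds plus 3 SD, cut at about 30% in these data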;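 further: inhibitors block probe labeling of enzyme so polarization drops; 0% = enzyme with DMSO and 100% = wells lacking PAFAH2 protein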
LYPLA1 counter: counter-screen for PME1 inhibitors: inhibitors of human LYPLA1; O75608; recombinant LYPLA1, FP-Rh probe fluorescence polarization; inhibition, % at 5.9 µM; actives 0.16% (n = 320,000); AID 2174;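 active means inhibition above the mean of all tested compounds plus 3 SD, set per campaign, cut at about 14% in these data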;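 further: inhibitors block serine hydrolase probe labeling of LYPLA1 so polarization falls; 0% = enzyme with DMSO and 100% = wells lacking LYPLA1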
pPAFAH FP inh: inhibitors of human plasma PAF acetylhydrolase (pPAFAH); inhibition, % at 3.39 µM; Q13093; recombinant pPAFAH, FP-rhodamine probe fluorescence polarization; actives 1.5% (n = 330,000);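 active means inhibition above the mean inhibition across the screen plus 3 SD, cut at about 25% in these data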;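 further: inhibitors block binding of the rhodamine activity-based probe so polarization drops; 0% = enzyme with DMSO and 100% = wells lacking pPAFAH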
GSTO1 counter: GSTO1 inhibition, counter-screen for RBBP9 inhibitors; P78417; inhibition, % at 5.96 µM; recombinant GSTO1, activity-based probe fluorescence polarization; AID 1974; actives 1.1% (n = 300,000);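 active means inhibition above the campaign mean inhibition plus 3 SD, cut at about 35% in these data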;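 further: 0% = GSTO1-1 with DMSO and 100% = wells lacking GSTO1-1 enzyme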
LYPLA2 counter: counter-screen for PME1 inhibitors: inhibitors of human LYPLA2; recombinant LYPLA2, FP-Rh probe fluorescence polarization; inhibition, % at 5.9 µM; actives 0.38% (n = 320,000);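 active means inhibition above the screen-wide mean plus 3 SD, limit set per campaign, cut at about 26% in these data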;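 further: 0% = LYPLA2 with DMSO and 100% = wells lacking LYPLA2 enzyme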
Target sequence (O95372 whole entry, looked up): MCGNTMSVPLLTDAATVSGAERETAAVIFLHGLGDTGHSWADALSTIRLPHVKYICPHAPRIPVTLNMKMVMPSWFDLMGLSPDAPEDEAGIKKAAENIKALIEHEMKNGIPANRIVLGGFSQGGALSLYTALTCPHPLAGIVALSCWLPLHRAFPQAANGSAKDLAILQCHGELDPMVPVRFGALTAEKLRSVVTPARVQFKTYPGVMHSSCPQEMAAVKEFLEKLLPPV
PAD4 FP inh: blocks human protein arginine deiminase 4; inhibition, % at 6.36 µM; AID 485272; actives 0.41% (n = 330,000); Q9UM07; recombinant PAD4, RCA probe fluorescence polarization;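 active means percent inhibition above a cutoff equal to the mean of all tested compounds plus 3 SD, cut at about 15% in these data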;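 further: 0% = PAD4 with RCA probe and DMSO and 100% = probe without PAD4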
Target sequence (Q9UM07 whole entry, looked up): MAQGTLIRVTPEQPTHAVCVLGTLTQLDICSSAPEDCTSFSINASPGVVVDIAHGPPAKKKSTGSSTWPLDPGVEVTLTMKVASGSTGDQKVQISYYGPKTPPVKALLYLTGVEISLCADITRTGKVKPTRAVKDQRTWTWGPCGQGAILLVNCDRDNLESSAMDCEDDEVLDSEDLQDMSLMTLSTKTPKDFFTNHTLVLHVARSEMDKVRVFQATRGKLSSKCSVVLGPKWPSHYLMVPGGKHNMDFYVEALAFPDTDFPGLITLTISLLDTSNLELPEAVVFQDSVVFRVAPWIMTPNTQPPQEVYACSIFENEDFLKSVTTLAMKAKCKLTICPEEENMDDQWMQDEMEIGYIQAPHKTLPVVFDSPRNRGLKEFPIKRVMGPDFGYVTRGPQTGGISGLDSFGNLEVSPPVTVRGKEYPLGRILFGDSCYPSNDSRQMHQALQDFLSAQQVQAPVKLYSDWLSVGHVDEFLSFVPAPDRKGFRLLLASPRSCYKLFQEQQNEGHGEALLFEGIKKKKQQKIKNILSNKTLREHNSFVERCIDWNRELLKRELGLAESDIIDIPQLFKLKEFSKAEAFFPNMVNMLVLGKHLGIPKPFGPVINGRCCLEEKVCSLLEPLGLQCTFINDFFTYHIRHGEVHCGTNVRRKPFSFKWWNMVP
Active calls of the source: *; / = not tested or not shown. These rows are one share of the data. The share of hits here may be higher or lower than overall.

Start of the data: the first five records, to show the layout:
SMILES	PAFAH1B3 inh	PAFAH1B2 inh	PREPL inhibitor	PAFAH2 inh	LYPLA1 counter	pPAFAH FP inh	GSTO1 counter	LYPLA2 counter	PAD4 FP inh
Cc1nnc(NC(=O)Oc2ccccc2)s1	7	4	7	-1	-4	2	9	-4	2
C/C(=N\NC(=O)c1ccccc1[N+](=O)[O-])c1ccc(Br)s1	12	1	-8	3	-2	2	-1	0	2
CCCN(CCC)C(=O)Cn1ccc(=N)c2ccccc21	5	1	-14	3	0	2	-4	5	-5
CCOC(=O)C1CCN(C(=O)COC(=O)/C=C/c2ccccc2)CC1	9	-1	3	6	/	-7	/	/	-9
C=CCn1cc(Cl)cc(C(=O)Nc2ccccc2)c1=O	4	3	1	1	1	3	-3	9	-1

The list itself (from the top)
SMILES	PAFAH1B3 inh	PAFAH1B2 inh	PREPL inhibitor	PAFAH2 inh	LYPLA1 counter	pPAFAH FP inh	GSTO1 counter	LYPLA2 counter	PAD4 FP inh
Cc1nnc(NC(=O)Oc2ccccc2)s1	7	4	7	-1	-4	2	9	-4	2
C/C(=N\NC(=O)c1ccccc1[N+](=O)[O-])c1ccc(Br)s1	12	1	-8	3	-2	2	-1	0	2
CCCN(CCC)C(=O)Cn1ccc(=N)c2ccccc21	5	1	-14	3	0	2	-4	5	-5
CCOC(=O)C1CCN(C(=O)COC(=O)/C=C/c2ccccc2)CC1	9	-1	3	6	/	-7	/	/	-9
C=CCn1cc(Cl)cc(C(=O)Nc2ccccc2)c1=O	4	3	1	1	1	3	-3	9	-1
Cc1n(CC(=O)c2ccc(F)cc2)c2ccccc2[n+]1C	5	-1	1	-12	-1	-7	28	0	-5
COc1cc(OC)c(CN2CCC(Cc3ccccc3)CC2)cc1Br	4	0	-21	0	4	3	3	-2	0
C/C(=N\OC(=O)c1cccc(C)c1)c1sc(-c2ccccc2)nc1C	3	-1	20	4	4	15	2	12	5
CCCCc1cc(=O)oc2cc(OCC(=O)N[C@@H](Cc3ccccc3)C(=O)O)ccc12	8	18	7	2	-1	-1	-10	5	-4
CCOc1ccc(NC(=S)Nc2cccc3cnccc23)cc1	18	7	10	7	-6	2	6	-5	-9
CCOC(=O)C1=C(C)N=c2s/c(=C/c3ccc(OCC(=O)O)cc3)c(=O)n2C1c1ccc(F)cc1 (centres undefined)	9	-3	1	2	-2	8	-7	-3	11
CCCCCCn1cc(C(=O)O)c(=O)c2ccccc21	12	7	10	-4	0	3	6	7	-1
CCc1ccc2c(CN3CCN(S(=O)(=O)c4cccs4)CC3)cc(=O)oc2c1	8	6	-84	6	1	4	0	6	-4
CCOc1cc(CNn2cnnc2)cc(Br)c1OCC(=O)NC(C)(C)C	6	2	3	3	0	-5	-3	-2	-3
Cc1ccc(C(=O)NC2(C(F)(F)F)NC(=O)N(c3ccc(Cl)cc3)C2=O)cc1 (centres undefined)	3	2	-2	-3	-10	4	-3	-6	-3
CCC(C)c1nc2ccsc2c(N2CCOC2=O)c1-c1ccccc1 (centres undefined)	3	3	1	-2	-2	0	1	0	-2
COc1ccc([N+](=O)[O-])cc1NC(=O)c1ccc(CN(c2ccc(C)c(C)c2)S(C)(=O)=O)cc1	-10	1	-8	-15	-7	5	-14	0	-1
Cc1ccc(-n2cc(C(C)(C)C)[nH]c2=S)cc1	3	6	-7	-1	-3	1	7	-1	-1
Cc1ccc(OCC2Cn3c(nc4c3c(=O)n(C)c(=O)n4C)O2)cc1 (centres undefined)	7	6	0	8	-2	2	-1	-7	-3
CCn1c(CNC(=O)c2ccco2)nnc1SCC(=O)Nc1cc(C(F)(F)F)ccc1Cl	14	2	-6	4	2	8	16	0	2
C=Cc1ccc2c(c1)OCCOCCOCCOCCOCCO2	4	3	-1	-3	-1	6	11	5	0
COc1ccc(OC)c(/C(C)=N/Nc2ccc(C(=O)O)cc2)c1	4	-2	17	-5	0	-1	5	3	-3
COCCNC(=O)/C(C#N)=C/c1c(N2CCN(C)CC2)nc2ccccn2c1=O	11	9	11	4	-1	-4	12	-5	5
COc1cccc(OCC(=O)NC2CCCCCC2)c1	-1	-2	2	14	5	4	/	1	-2
Cc1nc(NCCCN2CCOCC2)c2oc3ccccc3c2n1	3	5	-4	3	4	4	-2	-2	2
Next part
SMILES	PAFAH1B3 inh	PAFAH1B2 inh	PREPL inhibitor	PAFAH2 inh	LYPLA1 counter	pPAFAH FP inh	GSTO1 counter	LYPLA2 counter	PAD4 FP inh
O=C(Nc1ccncc1)Nc1ccc(F)cc1F	8	3	1	-9	0	3	2	3	-6
CN1CC(=O)N2[C@H]3c4ccccc4OC[C@@H]3[C@H](c3ccccc3)[C@]2(C)C1=O	-3	9	-5	5	/	1	/	/	-2
NNc1nnc(-c2ccccc2)c(-c2ccccc2)n1	-9	4	11	9	7	8	1	9	-6
CC(=O)Nc1ccc(S(=O)(=O)N2CCCN(c3nc(C)cc(C)c3C#N)CC2)cc1	11	8	-3	0	-3	1	1	1	-5
CCC(Sc1ncccc1C(=O)OC(C)C)C(=O)NCc1ccco1 (centres undefined)	-4	0	5	6	-1	-1	4	1	-2
COc1ccc(NC(=O)CCNC(=O)c2ccco2)cc1S(=O)(=O)N(C)C	-13	-7	-3	-18	-22	2	-10	-10	-10
O=C(Nc1cccc(Cl)c1)NC1CCN(C2CCCCC2)C1 (centres undefined)	5	5	17	0	0	6	-5	6	-2
COCCNC(=O)C(c1ccccc1C)N(C(=O)Cn1nnc2ccccc21)c1cccnc1 (centres undefined)	0	3	-2	1	-3	6	-5	-7	0
Oc1ccc(-c2nnc(Nc3ccccc3)c3ccccc23)cc1	4	-1	-14	1	2	-2	4	0	0
CC(=O)Nc1ccc(S(=O)(=O)c2ccc(N)cc2)cc1	10	7	0	10	-2	-2	5	-1	-1
Cc1cccc2c1-c1sc(C(=O)NCCCN3CCCC(C)C3)cc1CO2 (centres undefined)	3	-1	38	0	-6	1	-7	-6	-6
Cc1ccc(CNC(=O)C2CC(c3cc(C(F)(F)F)cc(C(F)(F)F)c3)=NO2)o1 (centres undefined)	4	-3	0	9	-1	-1	2	-4	-4
Cc1nc2c(cc1NC(=O)c1ccccc1)nc(C)n2Cc1ccccc1	8	0	1	3	0	2	1	-5	0
CC(C)c1ccc(NC(=O)C(c2ccc3c(c2)OCO3)N2CCCCC2)cc1 (centres undefined)	-1	6	-12	2	-1	0	-2	-2	2
CN(C)c1ccc(C2/C(=C(/O)c3ccc(Br)cc3)C(=O)C(=O)N2C)cc1 (centres undefined)	4	7	10	4	-3	3	3	5	-2
O=C(O)c1ccc(N/N=C/C(Br)=C/c2ccccc2)cc1	-4	3	13	9	0	10	64*	3	2
Cn1c(=O)c2c(nc(N/N=C/c3ccncc3)n2Cc2ccccc2)n(C)c1=O	-5	6	7	4	0	6	13	1	-1
CCCn1c(=O)c(C(=O)NNC(=O)c2ccccc2Cl)c(O)c2ccccc21	2	3	3	0	-1	4	-4	-6	2
CC(=O)c1ccc(Oc2ncnc(N)c2[N+](=O)[O-])cc1	7	4	-8	6	2	3	-3	1	1
Cc1ccc(NC(=O)Cc2c(C(=O)O)n(C)c3ccccc23)cc1F	/	/	2	/	1	5	-5	-1	-5
O=C(CN1CCC(n2nnc3cc(F)ccc32)CC1)NCCc1nc2ccccc2[nH]1	5	6	8	1	2	6	-4	6	2
COc1c(C)cc(S(=O)(=O)NCc2ccco2)c(C)c1C	-6	2	-11	-6	0	4	-8	6	3
O=[N+]([O-])c1c(NCc2ccccc2)cc(N2CCc3ccccc3C2)c2nonc12	7	5	3	8	-1	3	-4	1	-5
Cc1cnc(NC2=NCCC2)s1	-1	-5	-4	-6	0	3	-4	2	-3
O=C(Nc1ccccc1C(=O)O)/C(=C/c1ccc(Cl)cc1Cl)NC(=O)c1ccco1	-2	3	-1	-2	-2	-7	-20	2	-4
Next part
SMILES	PAFAH1B3 inh	PAFAH1B2 inh	PREPL inhibitor	PAFAH2 inh	LYPLA1 counter	pPAFAH FP inh	GSTO1 counter	LYPLA2 counter	PAD4 FP inh
O=C(CN1C(=O)c2ccccc2C1=O)Oc1ccc(Cl)cc1	3	5	5	6	0	2	4	3	-2
CC(C(=O)N1CCCC1)N1CCN(S(=O)(=O)c2ccc(OC(F)(F)F)cc2)CC1 (centres undefined)	1	6	1	1	2	1	/	2	1
CCOc1ccccc1C(=O)Nc1cc(=O)n(C)c(=O)n1C	5	6	4	8	1	0	2	3	-1
CCN(CC)C(=O)c1ccc(N)cc1	13	-2	9	1	1	-4	43*	-2	1
O=C(CCl)N(C1CCCC1)C1CCS(=O)(=O)C1 (centres undefined)	6	4	7	-8	-4	6	34	-4	1
CNC(=O)NC(=S)NC(=O)c1cccc(Cl)c1	-1	3	5	6	-3	-2	-2	-3	3
CCOc1cc(C(=O)N/N=C/c2ccsc2)cc(OCC)c1OCC	6	-7	-5	-3	1	-6	-6	-6	-3
CC(C)=CCN1CCN(Cc2ccc(C)s2)CC1CCO (centres undefined)	10	0	3	1	1	-1	2	3	-3
CCCCCCCC1CC(/C(C)=N/NC(N)=O)OC1=O (centres undefined)	9	15	-2	3	6	9	-1	7	-1
CCC1CCCCN1C(=O)CSc1nnc(-c2cccs2)o1 (centres undefined)	-8	9	0	7	5	4	10	-2	3
COc1ccc(C(=O)NC(=S)Nc2ccc(Cc3ccncc3)cc2)cc1	4	-2	-9	-2	-1	6	2	32*	3
CC(C)CCNC(=O)C(C)N(C(=O)Cn1nnc(-c2ccc(F)cc2)n1)C1CCCC1 (centres undefined)	5	4	6	3	-1	6	-3	3	-1
CCOC(=O)C1CCN(S(=O)(=O)c2ccc(OC)c(Cl)c2Cl)CC1	8	-2	5	-2	-6	4	-2	-4	-5
Cc1nnc(NC(=O)CSc2nnc3ncccn23)s1	9	5	3	-6	-4	-2	28	0	-2
Cc1cccc(Oc2ccc(NC(=O)c3ccccc3C(=O)O)cc2)c1	10	3	10	3	0	7	-2	7	-8
O=C(N/N=C/c1cc(Br)c(O)c(Br)c1)C1CC1	0	9	-1	-8	1	14	2	0	0
Cc1ccc(S(=O)(=O)Nn2c(C)ccc2C)cc1	3	4	-1	0	-1	17	-6	9	-6
N/C(=N\OC(=O)c1cccc(Cn2cc(C(F)(F)F)ccc2=O)c1)c1ccc(Cl)cc1	/	/	-2	/	-12	-3	-6	-21	3
CCCCn1c(N)c(N(CCOC)C(=O)CCCc2cccs2)c(=O)[nH]c1=O	1	8	-5	2	3	2	-4	1	-8
CC(SCc1nc2sc3c(c2c(=O)[nH]1)CCCC3)C(=O)Nc1ccccn1 (centres undefined)	7	3	-5	9	-5	4	4	0	-3
COc1ccc(C2C(C#N)=C(/N=C/N3CCN(C)CC3)OC3=C2C(=O)CC(C)(C)C3)cc1 (centres undefined)	0	2	1	7	-1	5	4	-4	1
CCSc1ccccc1C(=O)NCc1ccc(S(N)(=O)=O)cc1	11	-2	10	-2	3	-2	1	6	-5
O=C(CCCC(=O)NCc1ccc(F)cc1)NCc1ccc(F)cc1	2	3	-2	2	1	1	-1	0	-4
CN(C)c1ccc(/C=N/NC(=O)c2ccc(Cn3cc(Br)cn3)o2)cc1	0	3	15	2	3	14	4	6	4
CC(C)(C)c1ccc(C(=O)NN2C(=O)CSC2=S)cc1	-2	25*	-12	-11	-3	8	-5	-4	-22
COc1ccc(C(=O)Nc2cccc3ccccc23)cc1	5	3	0	-4	2	3	1	-5	-3
Cc1cc(C(=O)NNS(=O)(=O)c2ccc(F)cc2)nn1C(C)(C)C	9	5	8	7	3	-1	-3	3	-2
Cc1cc(-n2c(=O)c(C#N)cc3c(=O)n4ccccc4nc32)no1	7	4	-4	5	0	2	-6	-4	-2
Cc1cc(C)c(C)c(S(=O)(=O)N2CCN(C(=O)c3ccco3)CC2)c1C	/	/	10	/	-1	2	1	1	-8

Screening results from PubChem.
